Assay outcomes (PubChem BioAssay)
CAL PDZ FP-1: inhibitors of human CAL PDZ peptide binding; Q9HD26; purified CAL PDZ, TMR-peptide fluorescence polarization, 1 h; inhibition, % at 24.9 µM; hit rate 0.92% among 300,000; AID 602252;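 active = mean inhibition of at least 30% with at least half of replicates also reaching 30%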;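 note: 0% = DMSO neutral control and 100% = excess unlabeled competitor peptide PRC23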
Tat export inh: E. coli Tat transport inhibition. E. coli MC4100 TorA-mCherry Tat export, fluorescence. inhibition, % at 10 µM. hit rate 0.036% among 340,000;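 active = mean replicate inhibition at least 50% and at least half of replicates individually reaching 50%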;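 note: exported cargo escapes ClpAP degradation while cytoplasmic cargo is degraded and loses fluorescence; 0% = median of neutral control wells and 100% = median of NaSCN control wells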
MITF TRPM1 HTS: activators of MITF-driven TRPM1 promoter activity in SK-MEL-5 cells; SK-MEL-5 TRPM1-promoter luciferase, 24 h; % of positive control, neutral wells = 0; activation, % at 12.5 µM; hit rate 0.75% among 300,000; AID 588334;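 active = mean activation of at least 80% with every replicate also reaching 80%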;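 note: 0% = neutral control wells and 100% = parthenolide positive control wells; values of inactives mirror those of a sister screen read the other way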
Ecoli viability: reduces bacterial viability in AddAB counter-screen; hit rate 0.27% among 330,000; AID 449728; E. coli V3065 growth, OD600 absorbance, 18 h; inhibition, % at 11.9 µM;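 active = inhibition above the campaign's mean inhibition across all tested compounds plus 3 SD, cut at about 9.9% in these data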;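 note: uninfected addAB+ strain grown without phage in ampicillin broth; 0% = DMSO wells and 100% = ciprofloxacin 0.95 µg/ml wells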
SR-BI uptake up: activators of SR-BI mediated HDL lipid uptake | CHO ldlA[mSR-BI] cells, DiI-HDL uptake fluorescence, 3 h; 100 = double the neutral-control signal | activation, % at 12.5 µM | hit rate 0.096% among 320,000;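 active = mean replicate activation of at least 60% and every replicate at or above 60%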;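 note: 0% = median plate neutral-control signal and 100% = twice that signal; values of inactives mirror those of a sister screen read the other way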
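Test system: SR-BI-overexpressing, LDLR-lacking CHO cells; Medium: Ham's F12 with 0.5% BSA, HEPES 25 mM, pH 7.4; Schedule: 3 h, 37 °C; Technique: bottom-read fluorescence, 550/595 nm.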
AddAB inh: less growth of phage-infected E. coli with AddAB; E. coli expressing H. pylori AddAB, absorbance growth; inhibition, % at 11.9 µM; hit rate 0.29% among 330,000; AID 435030; in the data active = inhibition above about 12%;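 note: 0% = vehicle wells of infected cells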
phage Ecoli inh: E. coli growth loss with phage present; AID 651602; growth absorbance; hit rate 0.26% among 360,000; inhibition, % at 11.9 µM; in the data active = inhibition above about 11%
CAL PDZ FP-2: human CAL PDZ-peptide interaction inhibition. hit rate 0.02% among 330,000. inhibition, % at 20 µM. AID 504414. purified CAL PDZ, TMR-peptide fluorescence polarization, 1 h. Q9HD26;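 active = highest replicate inhibition of at least 40%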;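 note: plate controls were DMSO neutral control wells for no effect and unlabeled competitor peptide control wells for full effect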
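System: tagged CAL PDZ domain. Schedule: 1 h room-temperature incubation prior to read. Signal: fluorescence polarization (mP). Measure: percent inhibition from loss of millipolarization.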
SR-BI DiI inh: mouse SR-BI HDL lipid transfer inhibition. Q61009. ldlA[mSR-BI] CHO cells, DiI-HDL uptake fluorescence, 3 h. inhibition, % at 12.5 µM. AID 488896. hit rate 0.96% among 320,000;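 active = mean replicate inhibition of at least 70% and a set share of replicates each scoring 70 or more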;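 note: 0% = median of neutral control wells and 100% = median of positive control wells; values of inactives mirror those of a sister screen read the other way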
Target sequence (Q61009 whole entry, looked up): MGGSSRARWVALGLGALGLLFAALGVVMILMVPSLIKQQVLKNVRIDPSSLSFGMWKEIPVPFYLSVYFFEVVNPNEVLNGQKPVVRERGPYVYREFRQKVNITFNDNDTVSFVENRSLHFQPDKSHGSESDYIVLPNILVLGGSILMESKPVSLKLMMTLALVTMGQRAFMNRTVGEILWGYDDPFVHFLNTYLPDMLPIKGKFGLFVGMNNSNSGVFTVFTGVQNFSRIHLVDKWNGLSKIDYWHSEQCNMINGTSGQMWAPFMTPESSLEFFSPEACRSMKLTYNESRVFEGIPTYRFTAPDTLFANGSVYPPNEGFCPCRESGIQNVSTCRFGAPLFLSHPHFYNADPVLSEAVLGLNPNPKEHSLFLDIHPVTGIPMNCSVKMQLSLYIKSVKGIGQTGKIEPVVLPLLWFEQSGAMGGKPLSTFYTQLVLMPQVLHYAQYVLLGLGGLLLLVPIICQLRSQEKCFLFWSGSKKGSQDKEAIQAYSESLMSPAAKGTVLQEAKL
Wnt bcat act: Wnt/beta-catenin pathway activation; Wnt/beta-catenin reporter cell assay, activator, plate reader; hit rate 1.2% among 300,000; activation, % at 9.35 µM; in the data active = activation above about 30%, passing the limit was not always enough;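 note: 0% = neutral control wells and 100% = positive control wells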
The depositor's hits bear a star; . = not tested or not shown.

SMILES	CAL PDZ FP-1	Tat export inh	MITF TRPM1 HTS	Ecoli viability	SR-BI uptake up	AddAB inh	phage Ecoli inh	CAL PDZ FP-2	SR-BI DiI inh	Wnt bcat act
CC(=NNC(=O)CSc1nc2ccccc2o1)c1ccco1	-3	5	11	0.3	3	2.7	-1.9	-1.9	-3	29
O=C1CCN(Cc2ccc([N+](=O)[O-])cc2)CCN1[C@H](CO)c1ccccc1	-3	-2	5	1.3	.	0.8	2.2	-0.1	.	1
COc1ccc(CN2CNc3nc4ccccc4n3C2)cc1	5	0	.	-0.4	4	6.6	1.7	0.9	-4	.
CCc1ccccc1Nc1cc(C(=O)NCc2ccccn2)c2ccccc2n1	-1	-3	9	-1.6	-29	2.0	1.8	-3.2	29	4
NC(=O)NC(c1ccccc1)c1ccccc1F (centres undefined)	-2	-3	1	2.1	11	0.7	4.2	-1.8	-11	.
COCCn1nnnc1SCC(=O)NCc1ccc2c(c1)OCO2	1	-10	-7	-1.7	-9	-1.2	1.0	-0.9	9	0
Cn1cccc1C(=O)NC(=O)CSc1nnc(C2CC2)n1-c1ccccc1	-1	-9	.	-0.6	-4	-0.7	3.0	-0.5	4	-2
Cc1ccc(N2Cc3ccccc3OC(C)C2=O)cc1 (centres undefined)	-5	6	.	-0.3	-1	0.2	0.8	-1.3	1	-2
CCCN(CC(=O)Nc1ccccc1C)C(=O)c1ccc(N2CCCCC2)c([N+](=O)[O-])c1	9	-4	-6	0.8	-48	0.4	1.5	-0.2	48	-4
O=C(CSc1nc(=O)n2ccccc2n1)N1CCN(c2ccccc2)CC1	1	3	-1	2.3	34	1.6	4.5	-3.2	-34	1
COc1ccccc1COCC(O)CN1CCN(S(=O)(=O)c2cccc(F)c2)CC1 (centres undefined)	1	-4	.	-0.3	13	-2.4	-0.3	0.7	-13	0
CCOC(=O)C1=C(C)NC(C)=C(C(=O)OCC)C1c1cccc(C)n1	0	-2	.	-1.8	8	-0.4	1.4	-0.1	-8	5
CC(C)(Oc1ccc(CCNC(=O)c2ccc(Cl)cc2)cc1)C(=O)O	-8	5	-5	-1.6	16	0.4	1.9	0.6	4	0
COc1ccccc1NC(=O)CSc1nnc(CNC(=O)c2cccs2)o1	-7	2	1	-1.8	-4	2.5	2.2	-0.6	4	-2
CCN(CC)C(=O)C(=O)N/N=C/c1ccc(Cl)cc1Cl	0	3	-8	-0.1	0	2.1	2.8	-3.0	0	.
COC(=O)c1[nH]c2cc(OC)ccc2c1NC(=O)CCN1CCN(Cc2ccc3c(c2)OCO3)CC1	-3	21	.	.	-1	.	1.4	0.1	1	.
COc1ccc(CNc2nc(NCc3ccc(OC)c(OC)c3)n(C(=O)c3cccs3)n2)cc1OC	-1	7	15	-2.1	-27	-0.1	-0.5	0.2	27	.
O=C(CCc1ccc(CCC(=O)c2cccs2)s1)c1cccs1	-5	0	31	-1.2	-2	1.8	1.9	-1.4	2	.
O=[N+]([O-])c1cc(C=NN2CCCCCC2)ccc1Cl	.	12	49	.	-3	.	1.3	0.7	3	40*
CCN(C(=O)CCN1C(=O)c2ccccc2C1=O)C1CCCCC1	1	8	-11	0.4	3	2.2	0.1	-0.6	-3	.
O=c1[nH]c(/C=C/c2ccccc2[N+](=O)[O-])nc2ccccc12	-2	5	-4	2.3	24	3.4	1.0	-0.1	-24	12
CCc1ccccc1NC(=O)CSc1nc2ccccc2n1CC(=O)N1CCCC1	.	2	-12	-0.5	23	2.1	0.4	-0.7	-23	.
O=C(COC(=O)C1CC1)NCc1ccc(Cl)cc1Cl	.	-4	28	0.3	14	-0.3	6.3	1.3	-14	14
Cc1cc[n+](-c2[nH]c(=O)sc2/C=N/N=C(\[O-])CCn2c3ccccc3c3ccccc32)cc1	.	-4	.	-0.3	6	-0.3	0.1	-0.7	-6	1
CC1(OC(=O)C2CCCC2)C(=O)C=C2C=C(c3ccsc3)N(C3CCCC3)C=C2C1=O (centres undefined)	-4	2	-10	-1.7	-4	1.0	1.9	-1.7	4	14
C=CCNC(=O)C1=NOC(CNC(=O)c2c(-c3ccccc3Cl)noc2C)C1 (centres undefined)	0	0	-14	1.0	-1	4.9	2.8	-2.7	1	.
Cc1ccc2nc(/N=C(\N)NC(=O)N3c4ccccc4Sc4ccccc43)nc(C)c2c1	-2	-6	4	2.6	-2	3.7	3.6	-1.0	2	-2
COc1ccc(NC(=O)C2CC(=O)N(Cc3ccco3)C2)cc1Cl (centres undefined)	-6	0	11	1.1	6	-0.1	1.3	-0.1	-6	1
Cn1c(/C(C#N)=C/Nc2ccccn2)nc2ccccc21	-3	0	.	1.2	-23	1.7	-0.2	-0.9	23	.
CC1CN(CCCOc2ccccc2-c2ccccc2)CC(C)O1 (centres undefined)	-3	0	-2	1.7	28	-0.3	1.1	-0.1	-28	-3
CCC(C)(C(=O)NC1CCCCC1)N(CC1CCCO1)C(=O)Cc1cccs1 (centres undefined)	.	6	-14	0.1	27	0.9	0.2	-0.7	-27	-1
CCNS(=O)(=O)c1ccc(NC(=O)c2cccnc2)cc1	-1	-11	-20	-0.2	14	-0.1	5.9	-0.6	-14	3
Cc1ccccc1NC(=O)COC(=O)C1C2CC3OC(=O)C1C3C2 (centres undefined)	-1	12	-6	-0.7	1	2.7	1.7	-0.1	-1	-2
O=C(CSc1ccc(-c2ccccc2)nn1)NC1CCCCC1	-3	-4	2	0.4	12	-2.0	0.6	5.3	-12	3
COc1cc2c(cc1OC)-c1cc(Nc3ccc(C(=O)O)cc3)nc(=O)n1CC2	-4	4	5	0.5	10	0.7	0.2	-1.0	-10	1
CC(C)(C)[C@H]1C=C(C(=O)N2CCN(Cc3ccccc3)CC2)O[C@@H](OCCCCO)C1	5	-9	12	1.0	6	2.0	2.5	-0.3	-6	-5
Cc1ccc(C)c(Cn2nnc3c(=O)[nH]c(C4CCN(S(=O)(=O)c5ccc(S(=O)(=O)NC6CC6)cc5)CC4)nc32)c1	-6	4	-5	-1.1	-1	2.2	0.3	-1.6	1	-4
COCCNC(=O)COc1ccc(C)cc1C	-6	-17	10	-0.2	33	2.5	0.9	0.5	-33	.
CCc1noc(C)c1C(=O)Nc1cc(S(=O)(=O)N2CCOCC2)ccc1N1CCN(CC)CC1	.	-10	-6	-1.3	-4	-2.6	1.8	-0.3	4	0
COc1ccc(N2CCN(C(CNS(C)(=O)=O)c3ccco3)CC2)cc1 (centres undefined)	-3	8	12	0.9	5	-1.4	2.0	-2.6	-5	0
Cc1cc(C)c(C)c(S(=O)(=O)NC(C(=O)NCCc2ccco2)C(C)C)c1C (centres undefined)	-2	2	0	-0.8	8	3.0	0.1	-0.3	-8	-2
Cc1ccc2c(=O)cc(C(=O)NC3CCS(=O)(=O)C3)oc2c1C (centres undefined)	.	-8	2	-4.1	6	1.2	-0.8	-1.4	-6	0
COC(=O)c1ccc(Oc2c(F)c(F)nc(N3CCOCC3)c2F)cc1	-2	3	16	1.5	14	3.4	4.3	-0.1	-14	0
FC(F)(F)COc1ccc(-c2nnc(SCc3c(Cl)cccc3Cl)o2)cn1	-2	-4	16	1.6	4	1.2	0.6	-1.1	-4	-1
COc1ccc(NC(=O)C2Cc3ccccc3CN2C(=O)c2ccccc2)cn1 (centres undefined)	-2	-2	13	0.9	1	-1.0	0.6	-2.1	-1	.
Cc1ccc(-c2nc(CS(=O)CC(=O)NCc3ccc(F)cc3)c(C)o2)cc1 (centres undefined)	1	-10	1	-0.2	-24	1.3	-0.9	-1.5	24	-1
CCc1ccc(-c2nc(C(N)=O)c3[nH]c(=O)n(-c4ccccc4OC)c3n2)cc1	.	-8	-9	1.1	-8	-2.1	0.4	-1.3	8	-9
COc1ccc(OC)c(-c2cc(C(=O)NCc3ccc(Cl)cc3)no2)c1	-3	-4	4	1.3	.	-1.0	0.8	0.5	.	3
O=C(COC(=O)c1cc[n+]([O-])cc1)NCCc1ccc(Cl)cc1Cl	-3	-12	2	1.2	24	3.9	2.6	-6.1	-24	-1
COCCCNC(=O)CS(=O)Cc1nc(-c2cccc(OC)c2)oc1C (centres undefined)	-1	2	.	1.0	-27	0.6	1.2	-2.1	27	0
Cc1ccsc1C(=O)NN=C1CCCCCC1	1	1	-2	0.7	7	0.3	1.3	-2.5	-7	17
CC(C)NC(=O)COC(=O)c1ccccc1CSC1=NCCS1	-5	-1	4	-0.6	.	2.3	-0.1	-3.3	.	-1
COc1cccc(CN(C)CC(=O)NCc2ccccc2Cl)c1	-1	-8	-14	1.1	16	3.7	3.6	0.5	-16	3
C=CCNC(=O)/C(C#N)=C/c1c(C)nn(-c2ccc(Cl)cc2)c1Cl	-4	-3	5	-1.9	-24	-0.5	3.0	-2.5	24	-7
CC(C)(C)CN1CCNC(=O)C1CC(=O)N1CCN(c2ccccc2)CC1 (centres undefined)	1	2	5	-0.3	.	1.8	5.6	-3.1	.	-2
Cc1cccc(NC(=O)c2cccc(OC(=S)N3CCOCC3)c2)c1	-3	3	1	-2.8	9	0.1	3.4	-0.9	-9	2
CCCNC1=C(C)C(=O)CC1	-4	1	-13	-0.3	12	1.7	0.9	-0.8	-12	5
O=C(CN1C(=O)C2C3C=CC(C3)C2C1=O)OCC(=O)c1ccc(Cl)c([N+](=O)[O-])c1 (centres undefined)	-3	6	0	1.6	5	-0.4	-0.1	0.7	-5	0
O=C(c1cc(S(=O)(=O)N2CCCCC2)ccc1Cl)N1CCOCC1	1	6	14	-0.2	4	4.7	1.7	-2.3	-4	-2
Cc1ccc(Nc2nc(N3CCOCC3)nc(N3CCOCC3)n2)cc1	-4	-10	80	-3.0	-40	-1.3	6.0	0.6	40	-13

Carrying on.
SMILES	CAL PDZ FP-1	Tat export inh	MITF TRPM1 HTS	Ecoli viability	SR-BI uptake up	AddAB inh	phage Ecoli inh	CAL PDZ FP-2	SR-BI DiI inh	Wnt bcat act
CC(C)(C)c1cc(C(=O)NN)n(Cc2ccc(F)cc2)n1	-1	8	0	-0.8	-16	3.5	2.3	-0.1	16	-1
CC1=CC(C)(C)N(C(=O)CCl)c2ccccc21	-2	-3	-13	-0.1	-3	2.2	4.3	-2.4	3	-5
COC(=O)c1onc(C(=O)c2ccccc2)c1C(=O)OC	1	-6	-14	-1.2	2	1.4	2.2	-1.0	-2	.
O=C(O)C1Sc2[nH]c(=O)sc2C2c3cc(Br)ccc3OC(=O)C12 (centres undefined)	-2	-4	4	0.9	.	-0.8	-1.4	-3.9	.	0
CCCCC(CC)C(=O)Nc1ccccc1C(=O)NC(C)C (centres undefined)	-18	0	2	-2.1	14	0.8	-0.4	-1.7	-14	.

3 of these compounds, set out differently:
Structure,CAL PDZ FP-1,Tat export inh,MITF TRPM1 HTS,Ecoli viability,SR-BI uptake up,AddAB inh,phage Ecoli inh,CAL PDZ FP-2,SR-BI DiI inh,Wnt bcat act
O=C(CN1C(=O)C2C3C=CC(C3)C2C1=O)OCC(=O)c1ccc(Cl)c([N+](=O)[O-])c1 (centres undefined),-3,6,0,1.6,5,-0.4,-0.1,0.7,-5,0
O=C(c1cc(S(=O)(=O)N2CCCCC2)ccc1Cl)N1CCOCC1,1,6,14,-0.2,4,4.7,1.7,-2.3,-4,-2
Cc1ccc(Nc2nc(N3CCOCC3)nc(N3CCOCC3)n2)cc1,-4,-10,80,-3.0,-40,-1.3,6.0,0.6,40,-13

No enrichment for hits; any-hit rate near 3.6%.
